CCHFV vOTU inh = CCHFV vOTU protease inhibitors, primary screen, biochemical, Pep-AMC substrate, fluorescence; inhibition, % at 11.5 µM; 0.55% of 370,000 active; in the data active = inhibition above about 30%; note: 0% = vehicle wells with enzyme and 100% = no enzyme wells
DUSP3 inh = VHR1 phosphatase inhibitors, primary screen, biochemical, absorbance, uHTS; Dual specificity protein phosphatase 3 (Homo sapiens), P51452; recombinant VHR phosphatase, pNPP absorbance; inhibition, % at 13.3 µM; 0.52% of 290,000 active; AID 1654, 2009; in the data active = inhibition above about 50%; note: some compounds called inactive have numbers as strong as hits
Target sequence (P51452 whole entry, looked up): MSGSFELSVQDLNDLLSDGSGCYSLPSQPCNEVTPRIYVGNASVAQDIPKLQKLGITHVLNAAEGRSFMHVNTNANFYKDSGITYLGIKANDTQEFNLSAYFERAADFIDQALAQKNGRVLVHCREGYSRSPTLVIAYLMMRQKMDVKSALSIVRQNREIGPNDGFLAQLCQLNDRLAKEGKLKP
3CLpro inhibitor = SARS-CoV 3CLpro protease inhibitors, primary screen, biochemical, quenched FRET. 0.14% of 290,000 active. Replicase polyprotein 1ab (Severe acute respiratory syndrome coronavirus), P0C6X7. recombinant SARS-CoV 3CLpro, quenched FRET peptide cleavage. inhibition, % at 6 µM; in the data active = inhibition above about 12%
TcdB inh = TcdB glycohydrolase inhibitors, primary screen, biochemical, single point, plate reader; TcdB glycohydrolase enzymatic assay; inhibition, % at 9.99 µM; AID 652162, 2013; 0.24% of 350,000 active; Toxin B (Clostridioides difficile), P18177; in the data active = inhibition above about 10%
PrPC surface inh = inhibitors of human cell surface prion protein PrPC, primary screen, cell-based, TR-FRET; Major prion protein (Homo sapiens), P04156; AID 720596, 2013; TR-FRET read-out; 0.43% of 370,000 active; inhibition, % at 13.8 µM; in the data active = inhibition above about 24%; note: 0% = median of the test wells and 100% = reference compound wells
Y pestis TopoI = Yersinia pestis topoisomerase I inhibitors, primary screen, biochemical, cleavage product accumulation, plate reader, single point | 0.064% of 360,000 active | Y. pestis Topo-I cleavage product accumulation | AID 504884, 2011 | DNA topoisomerase I (Yersinia pestis CO92) | activity, % at 10 µM; in the data active = activity above about 50%, passing the limit was not always enough; note: inactives centre near 2
Rv3671c protease = Rv3671c serine protease inhibitors, primary screen, biochemical, fluorescence polarization, M. tuberculosis H37Rv. P9WHR9. 0.048% of 320,000 active. inhibition, % at 5.96 µM; in the data active = inhibition above about 38%;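 note: extracellular domain of Rv3671c used as enzyme; 0% = enzyme with DMSO and 100% = no enzyme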
Target sequence (P9WHR9 whole entry, looked up, the tested form may be a part): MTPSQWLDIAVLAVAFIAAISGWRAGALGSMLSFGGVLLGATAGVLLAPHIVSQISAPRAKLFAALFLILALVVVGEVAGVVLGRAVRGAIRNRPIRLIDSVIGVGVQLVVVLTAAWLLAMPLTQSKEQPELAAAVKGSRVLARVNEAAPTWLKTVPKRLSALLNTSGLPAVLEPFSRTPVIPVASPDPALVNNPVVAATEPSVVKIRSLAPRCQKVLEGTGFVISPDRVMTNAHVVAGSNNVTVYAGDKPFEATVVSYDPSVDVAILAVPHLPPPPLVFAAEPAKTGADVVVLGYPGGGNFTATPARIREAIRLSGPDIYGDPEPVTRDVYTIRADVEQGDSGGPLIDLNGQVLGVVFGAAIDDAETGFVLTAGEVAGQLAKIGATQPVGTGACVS
BH1578 lux ind = inducers of Vibrio cholerae quorum light production without autoinducers, primary screen, BH1578 luxS cqsA deficient, single point; V. cholerae BH1578 lux reporter, luminescence, 6 h; activation, % at 18.7 µM; 0.16% of 350,000 active; AID 588436, 2011; in the data active = activation mostly above about 9.7%, no sharp cut-off; note: not every result past the cut was called active; inactives centre near 0; reference of the scale not given here
MazF activator = activators of E. coli MazEF toxin-antitoxin RNase, primary screen, biochemical, fluorescence, uHTS; Endoribonuclease toxin MazF (Escherichia coli (strain K12)), P0AE70; FAM/BHQ RNA-DNA oligo cleavage fluorescence, 5 h; activation, % at 20 µM; 0.32% of 350,000 active; AID 504720, 2011; in the data active = activation above about 50%
Target sequence (P0AE70 whole entry, looked up): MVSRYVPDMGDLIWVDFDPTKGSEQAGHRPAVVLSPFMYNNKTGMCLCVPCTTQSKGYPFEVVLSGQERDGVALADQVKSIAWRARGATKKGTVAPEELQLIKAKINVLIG
PriA SSB inh = inhibitors of Klebsiella pneumoniae PriA binding to SSB C-terminal tail, primary screen, biochemical, AlphaScreen; inhibition, % at 33 µM; AlphaScreen SSBct-PriA binding, biotinylated peptide; 0.6% of 430,000 active; in the data active = inhibition mostly above about 37%, no sharp cut-off; inactive = mostly below about 20%;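 note: plate controls were negative control peptide for no effect and reference peptide for full effect; strong numbers were not always called active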
Starred values were filed as active, the others as inactive; i = inactive; x = not tested or not shown. Some of the compounds tested; the hit share may differ from the screen's.

Structure,CCHFV vOTU inh,DUSP3 inh,3CLpro inhibitor,TcdB inh,PrPC surface inh,Y pestis TopoI,Rv3671c protease,BH1578 lux ind,MazF activator,PriA SSB inh
CC(C)c1ccc(NC(=O)N2CCc3nc(NCc4cccc(Oc5ccccc5)c4)ncc3C2)cc1,11,x,x,0.8,-11,12,x,-0.4,x,x
O=C(O)Cc1ccc(S(=O)(=O)N2CCCC2)s1,-19,x,x,0.8,-10,10,2,i,-2,-10
CCn1c(-c2c[nH]c3ccccc23)n[nH]c1=S,2,26,-6,2.5,-9,-2,-5,-0.4,-1,7
CCOC(=O)N1CCN(C(=O)CCCn2nnnc2CN2CCC(C)CC2)CC1,9,28,-3,-7.4,5,-14,8,-0.3,-25,1
CCCc1ccc(OCC(=O)NNC(=O)c2cccnc2)cc1,12,21,-2,-0.8,0,0,7,0.5,-1,-6
COc1cc(S(=O)(=O)N2CCOCC2)cc(C(=O)c2nccn2C)c1OC,5,32,-1,1.4,5,7,10,1.1,-2,-11
Cc1ccc(C2=NN(CCC(=O)NC3CCCC3)C(=O)CC2)cc1,10,-9,-4,4.7,3,2,0,-0.4,-23,-3
COc1ccc(NC(=O)N2CCCC(c3ccccc3)C2)cc1 (stereo unspecified),-4,10,1,1.0,10,4,x,-1.3,9,-5
Cc1c(C#N)c2ccccc2n1CCOc1ccccc1F,5,10,6,0.7,-1,18,-6,0.2,27,-21
CCOc1cc2c(cc1/C=C/c1noc(C)c1[N+](=O)[O-])OC(C)C2 (stereo unspecified),8,26,-3,0.7,7,-10,-11,-0.1,370*,-8

Part of the list above in order of molecular weight, high to low:
Structure,CCHFV vOTU inh,DUSP3 inh,3CLpro inhibitor,TcdB inh,PrPC surface inh,Y pestis TopoI,Rv3671c protease,BH1578 lux ind,MazF activator,PriA SSB inh
CC(C)c1ccc(NC(=O)N2CCc3nc(NCc4cccc(Oc5ccccc5)c4)ncc3C2)cc1,11,x,x,0.8,-11,12,x,-0.4,x,x
Cc1ccc(C2=NN(CCC(=O)NC3CCCC3)C(=O)CC2)cc1,10,-9,-4,4.7,3,2,0,-0.4,-23,-3
CCCc1ccc(OCC(=O)NNC(=O)c2cccnc2)cc1,12,21,-2,-0.8,0,0,7,0.5,-1,-6
Cc1c(C#N)c2ccccc2n1CCOc1ccccc1F,5,10,6,0.7,-1,18,-6,0.2,27,-21

Next part.
Structure,CCHFV vOTU inh,DUSP3 inh,3CLpro inhibitor,TcdB inh,PrPC surface inh,Y pestis TopoI,Rv3671c protease,BH1578 lux ind,MazF activator,PriA SSB inh
COc1cccc2c1O/C(=N\O)C(C(=O)Nc1ccc(C)cc1)C2 (stereo unspecified),14,3,-7,1.0,11,-3,2,i,-1,x
CC1CCCN(C(=O)c2ccc3ncsc3c2)C1 (stereo unspecified),2,x,x,2.1,4,3,x,i,0,-7
CC(=C/c1ccccc1)/C=N/NC(=O)c1cccs1,21,26,2,0.2,0,16,-7,i,6,i
O=C(O)C1C2C=CC(O2)C1C(=O)NCc1ccc2c(c1)OCO2 (stereo unspecified),-4,29,5,x,-7,5,0,i,0,-17
CCOc1cccc(SCc2noc(C(=O)NCC3CCCO3)c2C(=O)O)c1 (stereo unspecified),-1,25,2,-1.0,1,1,7,i,2,-5
Cc1c(C(=O)N2CCC(C)CC2)oc2ccc(S(=O)(=O)N3CCC4(CC3)OCCO4)cc12,-13,7,4,1.8,3,11,1,-1.0,16,-9
CCOC(=O)N1CCN(c2cc(=O)n(-c3ccc(OCC)cc3)c(=O)[nH]2)CC1,-13,17,-1,-0.6,1,-10,5,-0.2,-7,-8
O=C(NCCc1ccccc1)c1cc2ccccc2oc1=O,-5,-20,0,1.1,-4,1,-1,7.7,13,-16
Cc1ccc(CNC(=O)CCCc2c[nH]c3ccccc23)cc1,8,-4,0,1.5,9,19,7,-0.1,8,13
CC1CCCCC1NC(=O)CSc1nnc(CNC(=O)c2ccccc2)n1C (stereo unspecified),2,15,10,0.4,1,6,-2,3.3,-2,-9

Next results.
Structure,CCHFV vOTU inh,DUSP3 inh,3CLpro inhibitor,TcdB inh,PrPC surface inh,Y pestis TopoI,Rv3671c protease,BH1578 lux ind,MazF activator,PriA SSB inh
Cc1ccc(-c2cc(C(=O)N/N=C/c3cccnc3)n[nH]2)o1,-2,-17,-3,x,-2,-3,-20,-0.4,3,x
CNS(=O)(=O)c1ccc(C)c(S(=O)(=O)NC)c1,1,8,-2,x,7,-8,-2,-3.4,14,-7
Cc1n[nH]c(C)c1S(=O)(=O)N(C)Cc1ccco1,-8,x,x,0.9,-5,-4,-7,-0.2,0,3
Cc1ccc(N2CCN(S(=O)(=O)N(C)C)CC2)cc1Cl,4,-16,-4,x,3,0,1,-0.3,2,-7
C=CCN(CC=C)CCOc1ccc(OC(C)C)cc1,3,12,0,1.4,-5,-4,4,-0.3,-52,-9
CCOC(=O)c1cnc2c(C)cc(C)cc2c1Nc1ccc(S(=O)(=O)Nc2ncccn2)cc1,8,-2,0,0.5,7,-5,-10,i,-12,-16
CNC(=S)NNC(=O)c1ccc(N(C)C)cc1,-4,10,1,1.0,8,-9,5,-1.0,-13,-10
CC(C)CN1C(=S)SC(C)(C)C1n1oc(=O)n(-c2ccccc2)c1=O (stereo unspecified),-10,-2,2,0.5,6,-5,-8,2.7,3,-10
O=C(/C=C/c1ccccc1)NC(NC(=S)Nc1cccc(Cl)c1)C(Cl)(Cl)Cl (stereo unspecified),-1,15,7,x,10,-3,-62,i,3,-6
O=[N+]([O-])c1ccc(NC2CCN(Cc3ccccc3)CC2)c([N+](=O)[O-])c1,-3,3,-3,0.9,-42,-3,-1,0.4,12,37

(more compounds)
Structure,CCHFV vOTU inh,DUSP3 inh,3CLpro inhibitor,TcdB inh,PrPC surface inh,Y pestis TopoI,Rv3671c protease,BH1578 lux ind,MazF activator,PriA SSB inh
CC(=O)Nc1ccc(C(=O)CSc2nc3ccc(C)cc3[nH]2)cc1,-22,-7,3,x,-4,-17,-8,-2.4,2,9
CCOC(=O)c1cc(CC)sc1NC(=O)CSc1nc2ccccc2c(=O)n1Cc1ccco1,7,-4,4,-0.8,2,2,-9,-0.6,-9,-1
COc1cccc(CNC(=O)CSc2nc3c(oc4ccccc43)c(=O)n2CC2CCCO2)c1 (stereo unspecified),-2,x,x,0.8,0,-6,1,-0.3,-3,-20
O=S(=O)(c1ccc(S(=O)(=O)N2CCCC2)cc1)N1CCCCC1,x,16,-2,x,x,x,5,x,-2,-4
O=C1NC(=S)S/C1=C\c1ccc(SCc2ccco2)o1,x,68,0,x,x,-16,18,-0.6,-29,2
COC(CNC(=O)CNC(=S)N(Cc1ccccc1)Cc1cccnc1)OC,-9,16,-2,1.3,0,4,-2,i,-12,-19
Cc1cc(S(=O)(=O)N2CCCC2)ccc1OCC(=O)NCc1ccccc1,-11,6,-8,-2.0,3,12,1,x,3,-9
Cc1ccc(SCC(=O)Nc2ccc(-c3nc4ccccc4[nH]3)cc2)cc1,4,-4,-4,0.3,11,-7,3,-0.2,17,-4
CCOc1ccc(-n2ccnc2)nn1,-3,-1,-2,-0.1,5,7,0,-4.8,4,-2
Cc1ccc(S(=O)(=O)Nc2cccc3cccnc23)c([N+](=O)[O-])c1,-2,0,1,-0.6,13,11,1,-0.3,-1,-4

Remaining list, next part:
Structure,CCHFV vOTU inh,DUSP3 inh,3CLpro inhibitor,TcdB inh,PrPC surface inh,Y pestis TopoI,Rv3671c protease,BH1578 lux ind,MazF activator,PriA SSB inh
CCCn1c(=O)c2sccc2n2c(CCCC(=O)NCC3CCCO3)nnc12 (stereo unspecified),14,6,-1,-1.3,8,4,10,-0.3,-4,-12
CN(C(=O)CC1C(=O)NCCN1Cc1ccc2ccccc2c1)C1CCOCC1 (stereo unspecified),-5,6,3,-1.7,1,24,-2,-0.3,2,7
O=C(Nc1ccc2c(c1)OCO2)c1noc2c1CCCC2,6,23,-2,-0.7,9,2,0,-0.4,11,1
Cc1cccc(NC(=O)NC2CC(=O)N(c3ccc4c(c3)OCCO4)C2)n1 (stereo unspecified),-2,6,2,-0.2,-2,8,11,-0.3,7,3
Cc1ccc(N2C(=O)CC(SCC(=O)Nc3ccc(S(N)(=O)=O)cc3)C2=O)cc1 (stereo unspecified),4,-17,-3,1.0,3,2,0,0.0,15,-5
Cc1cccc(-n2ncc3c2CCCC3NC(=O)CCN2CCCO2)c1C (stereo unspecified),-3,11,5,1.7,4,2,-5,0.5,-5,-8
CCn1nc(C)c(/C=N/NC(=O)c2nc3nc(C)cc(C)n3n2)c1C,-5,9,4,-0.8,4,-2,-3,-1.6,4,i
COc1ccc(NC(=O)COC(=O)C23CC4CC(CC(O)(C4)C2)C3)cc1Cl,6,x,x,1.0,-4,0,-7,i,8,-4
O=C(N[C@@H](Cc1ccc(O)cc1)C(=O)O)c1cccnc1,1,18,2,3.0,3,12,4,-0.9,7,2
C/C(=N\O)C(C)(C)Nc1ccc(Br)cc1,-5,-12,-2,-0.1,3,0,6,i,53*,x

(next part)
Structure,CCHFV vOTU inh,DUSP3 inh,3CLpro inhibitor,TcdB inh,PrPC surface inh,Y pestis TopoI,Rv3671c protease,BH1578 lux ind,MazF activator,PriA SSB inh
COc1ccccc1NC(=O)CSc1n[nH]c(-c2ccco2)n1,2,x,x,2.2,-2,9,x,-4.8,-2,-4
CCCNC(=O)C1(C)CCCN(C(=O)c2cc(C)nn2C(C)(C)C)C1 (stereo unspecified),5,x,x,2.0,-4,-1,x,0.5,x,x
Cc1cc(C(=O)CSc2nn3c(=O)c(C(C)(C)C)nnc3s2)c(C)n1C,8,10,0,0.2,1,2,-2,-0.4,12,-15
O=C1/C(=C/c2ccccc2)SC(=S)N1CCCC(=O)N1CCCCC1CCO (stereo unspecified),9,51*,2,-2.9,4,25,-8,-0.7,4,7
CC[C@@]12C(=O)N(c3cccc(F)c3)C(=O)N1[C@H](c1ccc(Cl)cc1)[C@@H]1C(=O)N(C3CCCCC3)C(=O)[C@@H]12,-10,x,x,1.6,0,-9,3,-0.4,-1,2
N=C1C(=O)NC(=O)C1c1ccccc1 (stereo unspecified),2,x,x,1.4,-19,-2,x,-8.3,6,-31
CC(C)(C)NC(=O)C(c1ccccn1)N(C(=O)c1ccc2c(c1)OCCO2)C1CCCC1 (stereo unspecified),10,-7,1,x,-4,-4,3,-0.2,-1,16

Compound activity (PubChem BioAssay)
